KAT2A inh: inhibitors of human GCN5L2 histone acetyltransferase; Q92830; GCN5L2 HAT assay, ThioGlo1 CoA-SH fluorescence; Potency, µM (doses to about 58.9 µM), for the others: at the highest dose activity change, negative = inhibition, actives largely listed as inhibitors; 0.21% of 390,000 active
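Fluorescence readout, Ex340nm/Em540nm: ThioGlo1 (50uM final) reacts with free CoA thiol released as 20nM GCN5L2 acetylates H3(1-25) peptide (75uM) using acetyl-CoA (70uM). Compound and enzyme sat 15 min beforehand; 20 min room-temperature reaction.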
N370S GC: inhibitors or activators of N370S glucocerebrosidase for Gaucher disease; P04062; N370S GC spleen homogenate, 4MU-glucoside fluorescence; Potency, µM (titrated, usually from 59.4 µM), for the others: top-dose activity change, negative = inhibition, usual class: inhibitors; 0.092% of 330,000 active; AID 2101;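 note: 0% = full enzyme activity and -100% = no enzyme basal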
FEN1 inhibitor: blocks human flap endonuclease 1. P39748. Recombinant FEN1 flap cleavage, fluorescence, 15 min. Potency, µM (top dose mostly 114 µM), for the others: at the top dose activity change, negative = inhibition, usual class: inhibitors. 0.35% of 390,000 active. AID 588795; note: nearly all actives have a fitted effect of over 65% in size
Target sequence (P39748 whole entry, looked up): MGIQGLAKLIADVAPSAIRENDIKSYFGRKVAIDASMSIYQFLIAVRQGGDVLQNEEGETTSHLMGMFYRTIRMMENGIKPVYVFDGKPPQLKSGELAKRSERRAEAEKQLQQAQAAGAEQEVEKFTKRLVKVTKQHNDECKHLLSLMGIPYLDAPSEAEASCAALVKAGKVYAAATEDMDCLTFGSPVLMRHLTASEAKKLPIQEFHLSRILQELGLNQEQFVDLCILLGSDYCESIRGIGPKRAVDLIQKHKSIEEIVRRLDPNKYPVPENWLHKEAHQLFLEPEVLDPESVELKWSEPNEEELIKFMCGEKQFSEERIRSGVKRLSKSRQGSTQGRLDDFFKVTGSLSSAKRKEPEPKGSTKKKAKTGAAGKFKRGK
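Potency values derive from four-parameter Hill fits of normalized qHTS data. The reaction used 10 nM FEN1 preincubated 15 min at room temperature with compound, then 50 nM DNA substrate, read at 0 and 15 min.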
* hit, by the source's call; u = inconclusive; x = not tested or not shown; & = joins results of further samples; [ ] = dose if it differs, or a comment. Calls come from the whole dose curve; as a rule, active = well fitted curve in the direction sought with a large enough effect; inconclusive = small, poorly fitted or top-dose-only effect, or another doubt; inactive = no such curve, though single readings can be large; an effect the other way counts as inactive or inconclusive. Unless noted, % is set by controls: 0 for no effect and ±100 for the full control effect; potency is the fitted concentration of half-maximal effect.

SMILES | KAT2A inh | N370S GC | FEN1 inhibitor
Cc1cccc(N2CCN(C(=O)CCS(=O)(=O)c3ccc(Br)cc3)CC2C)c1 (stereo not drawn) | u | 1% | -4%
CC(C)(S)[C@@H](N)C(=O)O | -4%&-6% | -4%&9% | -10%
CCCCn1nnnc1NCc1ccc(C)s1 | -1% | 4% | 4%
O=C(NCCc1ccccn1)c1cc2ccccc2o1 | -4% | 4% | -14%
c1ccc(-n2nnnc2CN2CCOCC2)cc1 | 49%[activator] | 8% | 13%
Cc1cc(C)c2nc(SC(C)C(=O)NCC(=O)Nc3ccc(F)c(F)c3F)cc(C)c2c1 (stereo not drawn) | -1% | 28% | 0%
CCCCNC(=O)C1CCC(CNc2nc(=S)[nH]c3ccccc23)CC1 (stereo not drawn) | -2% | -2% | 3%
O=C(/C=C/c1ccco1)N1CCN(c2ccc(F)cc2)CC1 | -12% | -13% | 10%
NS(=O)(=O)c1ccc(CCNC(=O)c2cc(-c3cccs3)nc3ccccc23)cc1 | 0% | -11% | 2%
CC(C)CCn1c(Br)nc2c1c(=O)n(CC(N)=O)c(=O)n2C | -7% | 1% | -1%
Cc1nc2n(n1)C(c1ccccc1)C1=C(CC(c3ccco3)CC1=O)N2 (stereo not drawn) | -11% | -17% | -2%
O=C1OC(c2ccccc2)=C/C1=C/N1CCOCC1 | -9% | -1% | -12%
COc1ccc(NC(=O)C(CCSC)N2C(=O)c3ccccc3C2=O)cc1 (stereo not drawn) | -1% | -1% | -13%
CCOC(=O)c1cccc(NC(=O)CCS(=O)(=O)c2ccc3c(c2)CC(=O)N3C)c1 | 22% | x | 13%
O=C(CSc1nc2c([nH]c3ccccc32)c(=O)n1-c1ccc(Cl)cc1)N1CCCC1 | -1% | x | 7%
CCCN(CC1CC1)S(=O)(=O)c1ccc(S(N)(=O)=O)cc1 | -4% | 2% | -20%
O=C(N=c1ccn(-c2nc3ccccc3nc2NS(=O)(=O)c2ccccc2)cc1)c1cccs1 | -21% | -29% | -2%
CC(C)=C1C2CCC1C1C(=O)N(NC(=O)COc3ccc(C(C)(C)C)cc3)C(=O)C21 (stereo not drawn) | -8% | 8% | -2%
COc1ccc(N(C(=O)c2ccco2)C(C(=O)NC2CCCC2)c2ccco2)cc1OC (stereo not drawn) | -10% | 2% | -5%
Clc1cccc(-c2ccc(/C=N/n3cnnc3)o2)c1 | -11% | -8% | -5%
COc1ccccc1C(C)Nc1nc(-c2cccnc2)nc2ccccc12 (stereo not drawn) | -7% | u | 11%
CN(C)c1cccc(C(=O)N2CCCC(CCC(=O)NCc3ccccc3F)C2)c1 (stereo not drawn) | 0% | 1% | -12%
CSc1nnc(-c2cccn(Cc3cccc(Cl)c3)c2=O)o1 | 0% | u | 8%
CC(=O)Nc1ccc(NC(=O)C2CCCN2C(=O)Nc2cccc(F)c2)cc1 (stereo not drawn) | 0% | -1% | 5%
Cc1cn(C2OC(COC(=O)c3ccccc3)C(O)C2Cl)c(=O)[nH]c1=O (stereo not drawn) | 1% | 5% | -1%

Brought forward from above: 7 compounds, followed by the next part.
SMILES | KAT2A inh | N370S GC | FEN1 inhibitor
COc1ccc(N(C(=O)c2ccco2)C(C(=O)NC2CCCC2)c2ccco2)cc1OC (stereo not drawn) | -10% | 2% | -5%
Clc1cccc(-c2ccc(/C=N/n3cnnc3)o2)c1 | -11% | -8% | -5%
COc1ccccc1C(C)Nc1nc(-c2cccnc2)nc2ccccc12 (stereo not drawn) | -7% | u | 11%
CN(C)c1cccc(C(=O)N2CCCC(CCC(=O)NCc3ccccc3F)C2)c1 (stereo not drawn) | 0% | 1% | -12%
CSc1nnc(-c2cccn(Cc3cccc(Cl)c3)c2=O)o1 | 0% | u | 8%
CC(=O)Nc1ccc(NC(=O)C2CCCN2C(=O)Nc2cccc(F)c2)cc1 (stereo not drawn) | 0% | -1% | 5%
Cc1cn(C2OC(COC(=O)c3ccccc3)C(O)C2Cl)c(=O)[nH]c1=O (stereo not drawn) | 1% | 5% | -1%
N/C(=N\OC(=O)CC1CCCCC1)c1ccc([N+](=O)[O-])cc1 | 2% | 8% | 2%
CCCCOc1ccc(C(=O)Nc2ccc3c(c2)CCCN3S(=O)(=O)c2ccc(C)cc2)cc1 | 1% | x | -4%
CN(C)c1ccc(S(=O)(=O)N2CCCCC2)cc1NC(=O)C1=NN(c2ccccc2)C(=O)CC1 | 1% | -1% | 6%
CCOC(=O)CSc1nc(Nc2ccc3c(c2)OCO3)c2ccccc2n1 | -12% | -1% | -28%
CC(C)(/C=N/O)/[N+]([O-])=C/c1ccccc1 | 1% | 3% | 5%
O=C(O)CNc1ccccc1C(=O)O | -7% | 9% | 8%
CCS(=O)(=O)N1CCc2cc(C(=O)NCc3ccccc3OC)ccc21 | -1% | x | -13%
CCC1CC=CC2C1C(=O)N(Cc1ccccc1)C2c1cccc([N+](=O)[O-])c1 (stereo not drawn) | x | -4% | 4%
Cc1cccc(NC(=O)c2sc3nc4n(c(=O)c3c2C)N=C(c2ccc(F)cc2)CS4)c1C | -3% | x | 20%
COc1ccc(OC)c(/C=C2\NC(=O)NC2=O)c1 | -4% | -6% | -4%
Cc1ccc(C(=O)N/N=c2\sc3ccccc3n2C)cc1 | u | 13% | 3%
COc1cc(/C=C2/SC(=O)NC2=O)ccc1Oc1ccc([N+](=O)[O-])cc1[N+](=O)[O-] | -3% | -4% | u
Cc1cc(S(=O)(=O)Nc2ccc(C(=O)NCCCN3CCOCC3)cc2)ccc1F | -3% | -6% | 12%
CC(=O)Oc1ccc2c(=O)oc(-c3ccc([N+](=O)[O-])cc3)nc2c1 | 2% | -18% | -4%
CN(CC1CCCN(CCc2ccccc2F)C1)C(=O)c1ccoc1 (stereo not drawn) | 0% | -3% | 14%
O=C(NNc1cc(Cl)ccc1Cl)c1cccs1 | -1% | 4% | -10%
CCOC(=O)C1CCCN(C(=O)CSc2nnnn2C)C1 (stereo not drawn) | 0% | x | -2%
O=C(CSCc1cnn(-c2ccccc2)c1-n1cccc1)NCc1cccc(Cl)c1 | -4% | x | -2%
Cn1c(=O)cc(OCCCC(=O)N2CCN(c3ccccn3)CC2)c2ccccc21 | 2% | 2% | 6%
Cc1nc(C)c(/C(O)=C/c2nc3ccccc3oc2=O)s1 | -1% | -1% | 11%
COc1cccc(C(=O)NCC(c2ccco2)N2CCc3ccccc3C2)c1 (stereo not drawn) | -3% | 0% | -11%
C/C(=N\Nc1nc(N2CCOCC2)nc(N2CCOCC2)n1)c1ccc([N+](=O)[O-])cc1 | 3% | -2% | 1%
CN1C[C@@H]2C(c3ccc(C(F)(F)F)cc3)C3(c4ccccc4)CC2(C3)[C@H]1c1ccccc1 (stereo partly drawn) | 28% | -18%&-25% | -17%
CCN(C(=O)CSc1nc(-c2ccccc2)no1)c1ccccc1 | -9% | x | 6%
CC(=O)c1ccc(-c2ccc(C(=O)N3CCCc4ccccc43)o2)cc1 | -3% | 9% | -14%
The list continues:
SMILES | KAT2A inh | N370S GC | FEN1 inhibitor
CC(=O)N1c2ccc(S(=O)(=O)NCC3CCC(C(=O)NCc4ccco4)CC3)cc2CC1C (stereo not drawn) | -1% | 3% | 17%
Cc1ccc(/C=N/NC(=O)C2(C)CC2(Br)Br)cc1 (stereo not drawn) | -15% | 6% | -6%
CCc1ccc(NC(=O)CN2C(=O)C(c3ccccc3)=NC23CCCCCC3)cc1 | -11% | x | -26%
Cc1sc(NC(=S)NC(=O)C2CCCCC2)c(C(N)=O)c1C | -2% | 0% | 1%
C=CCN1C(=O)CSC1=Nc1cccc(O)c1 | 4% | 3% | 7%
CCOc1cccc(N2C(=O)CC(N3CCN(c4ccc(S(=O)(=O)CC)cc4)CC3)C2=O)c1 (stereo not drawn) | -1% | -1% | -13%
Cc1ccc(-c2c(C(=O)N(C)Cc3ccccc3)oc(=O)c3ccccc23)cc1 | -9%&-15% | 9% | -2%&1%
Cc1ccc(-c2nnc(-c3ccccc3)c(-c3ccccc3)n2)cc1 | -5% | u | -5%
COC(=O)C1CCN(Cc2cn(Cc3ccccc3)nc2-c2cc3ccccc3o2)CC1 | u | -4% | -3%
COc1ccc(-c2csc(NC(=O)c3ccccc3Br)c2C(=O)O)cc1 | 4% | -12% | 4%
Nc1nonc1-c1nc2ccccc2n1CC(=O)N1CCN(c2ccc(F)cc2)CC1 | -1% | -9% | -2%
C[C@H](CO)N1C[C@H](C)[C@@H](CN(C)Cc2ccc(C(=O)O)cc2)Oc2ccc(NC(=O)Cn3cnnn3)cc2C1=O | 1% | x | -10%
C=CCNc1nc(NC(C)(C)CO)nc(OCC)n1 | -10% | 5% | -18%
O=C(NC12CC3CC(CC(C3)C1)C2)c1cnccn1 | 2% | 7% | 5%
COc1ccc(C2CC(c3ccc4ccccc4c3)=NN2C(=O)COC(=O)C2CCC(=O)N2)cc1 (stereo not drawn) | -7% | -5% | -9%
CSc1ncc(Cl)c(C(=O)NCc2ccc(C)cc2)n1 | 0% | x | 6%
Cc1cc(N=Nc2ccc3ccccc3c2)ccc1O | -5% | -16% | -3%
Cc1onc(-c2ccccc2)c1C(=O)OCC(=O)c1ccccc1 | 1% | 14% | -4%
COCCn1c(N)c(C(=O)NCC2CCCO2)c2nc3ccccc3nc21 (stereo not drawn) | u | u | -11%
Cc1ccc(Cl)cc1N1CCN(CC(=O)Nc2ccc3[nH]c(=O)[nH]c3c2)CC1 | -2% | 30% | 0%
CC(C)CCNC1c2ccccc2C(=O)N1Cc1ccccc1 (stereo not drawn) | -2% | -6% | -5%
N#Cc1c(N)n(-c2cccc(C(=O)O)c2)c2nc3ccccc3nc12 | u | u | -30%
CC1C(C#N)=C(SCC(N)=O)NC2=C1C(=O)CC(C)(C)C2 (stereo not drawn) | -4% | 15% | -6%
COc1ccc(CCNC(=O)C(=O)NCC2OCCN2S(=O)(=O)c2ccc(F)cc2)cc1 (stereo not drawn) | 18% | -4% | -1%
NC(=O)COc1ccc(Nc2nnc(-c3ccc(O)cc3)c3ccccc23)cc1 | -8% | -9% | -23%

Shown with values under each structure: entries from further up
Every second line gives: KAT2A inh | N370S GC | FEN1 inhibitor
> Cc1ccc(-c2c(C(=O)N(C)Cc3ccccc3)oc(=O)c3ccccc23)cc1
    -9%&-15% | 9% | -2%&1%
> Cc1ccc(-c2nnc(-c3ccccc3)c(-c3ccccc3)n2)cc1
    -5% | u | -5%

Continuation.
SMILES | KAT2A inh | N370S GC | FEN1 inhibitor
Cc1ccc(C(=O)Nc2ccc(N3CCN(S(C)(=O)=O)CC3)cc2)cc1 | -1% | x | -12%
Cc1nc2cncnc2n(Cc2ccccc2)c1=O | -8% | 1% | x
COc1ccc(C(=O)Nn2c(C)nnc2-n2nc(C)cc2C)cc1OC | -7% | 0% | 6%
COc1cccc(-c2cc(C(F)(F)F)n3nc(C(=O)Nc4c(C)n(C)n(-c5ccccc5)c4=O)cc3n2)c1 | -1% | -1% | 3%
OC(c1nc2ccc(F)cc2[nH]1)C(O)c1nc2ccc(F)cc2[nH]1 (stereo not drawn) | 0% | 1% | -4%
O=C(CN1CCN(Cc2ccccc2Cl)C1=O)NCc1ccccn1 | 0% | 24% | -12%
CC(=O)c1cccc(NC(=O)C2CC(c3ccc(F)cc3)=NO2)c1 (stereo not drawn) | 0% | 4% | -1%
COC(=O)c1ccc(NN=Nc2ccc(C)cc2)cc1 | 0% | 5% | -4%
COc1ccc(-n2c(SCCC(C)C)nc3sc4c(c3c2=O)CC(C(C)C)OC4)cc1 (stereo not drawn) | 0% | x | 8%
CCOC(=O)N1CCN(S(=O)(=O)c2ccc(F)c(C(=O)Nc3ccc(C(C)C)cc3)c2)CC1 | -8% | -4% | -2%
Cc1ccc(C(=O)OCc2cn(-c3ccccc3)nn2)cc1 | 3% | 21% | -13%
CC(C)Cn1cc(NC(=O)NCc2ccc(Cl)cc2)c2ccccc2c1=O | -4% | x | -6%
CCc1ccc(/C=N/n2c(C3CCCCC3)n[nH]c2=S)cc1 | -14% | u | 7%
COc1ccc(C(=O)NCc2nnc(SCC(=O)NCc3ccc(F)cc3)o2)cc1 | -3% | 6% | 0%
CC(C)c1ccc(NNC(=O)C2CCC2)cc1 | -5% | -8% | -1%
Cc1ccc(C)c(S(=O)(=O)NCCCn2ccnc2)c1 | 3% | 7% | 3%
CC(=O)c1cccc(NC(=O)CN2C(=O)c3ccccc3Sc3ncccc32)c1 | -3% | x | 15%
CC(C)(C)C1CCc2c(sc3nc(-c4cc5ccccc5oc4=O)[nH]c(=O)c23)C1 (stereo not drawn) | -3% | x | 22%
COc1cccc(-c2nc(CCl)cs2)c1OC | -3% | 0% | -1%
O=C(COC(=O)Cc1ccc(S(=O)(=O)N2CCOCC2)s1)Nc1ccc(OC(F)F)cc1 | -12% | x | 7%
Cc1sc2ncnc(OCC(=O)NC(C)C)c2c1C | -2% | -3% | 2%
